ALDH1A1 block – inhibitors of human aldehyde dehydrogenase 1A1; P00352; hit rate 7.3% among 220,000; Purified ALDH1A1, NADH fluorescence, propionaldehyde substrate; Potency, µM (series often up to 75.3 µM), for inactives: at the highest dose activity, negative = inhibition, usual class: inhibitors; AID 1030; active = well fitted inhibition curve with a large enough effect, not every such curve was filed as active; inconclusive = small, poorly fitted or top-dose-only effect, or another doubt; inactive = no such curve, though single readings can be large or run the other way;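 also: plate controls were no enzyme wells and a reference inhibitor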
Target sequence (P00352 whole entry, looked up): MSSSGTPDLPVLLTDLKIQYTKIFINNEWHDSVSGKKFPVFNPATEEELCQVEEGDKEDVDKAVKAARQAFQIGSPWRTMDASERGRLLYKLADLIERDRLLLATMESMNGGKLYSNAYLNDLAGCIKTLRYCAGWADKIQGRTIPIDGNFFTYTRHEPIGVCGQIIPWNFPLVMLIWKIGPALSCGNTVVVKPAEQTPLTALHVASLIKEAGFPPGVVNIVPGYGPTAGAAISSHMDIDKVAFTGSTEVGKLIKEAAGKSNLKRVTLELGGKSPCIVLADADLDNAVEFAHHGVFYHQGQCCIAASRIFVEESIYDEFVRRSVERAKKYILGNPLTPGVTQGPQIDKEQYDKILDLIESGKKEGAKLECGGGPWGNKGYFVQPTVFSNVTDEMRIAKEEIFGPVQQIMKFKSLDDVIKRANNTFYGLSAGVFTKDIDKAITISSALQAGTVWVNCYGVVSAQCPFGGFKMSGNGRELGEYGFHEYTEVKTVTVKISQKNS
NPSR antagonist – antagonists of human neuropeptide S receptor cAMP signaling; Q6W5P4; CHO-NPSR cells, cAMP TR-FRET, antagonist mode; Potency, µM (series often up to 38.3 µM), without a hit: at the top dose activity change, negative = inhibition, usual class: inhibitors; hit rate 1% among 220,000; AID 1461; also: % is scaled to controls: 0 for no effect and ±100 for the full control effect; nearly all actives have a fitted effect of over 50% in size; many of its hits are not listed in these tables
GAA spleen mod – lysosomal alpha-glucosidase (human) modulation | P10253 | human spleen homogenate, 4-MU-alpha-glucoside fluorescence | Potency, µM (top dose mostly 79.9 µM), without a hit: top-dose activity change, negative = inhibition, actives largely listed as inhibitors | hit rate 0.006% among 240,000 | AID 2112;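 also: 0% = enzyme with vehicle and -100% = no enzyme basal signal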
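Enzyme source: human spleen homogenate, 1 ug/well. Buffer 50 mM citric acid/K phosphate pH 5.0, 0.01% Tween-20. 4-MU-alpha-glucoside 1 mM; 37 C x 40 min; NaOH/glycine stop; fluorescence.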
aGal spleen mod – inhibits or activates alpha-galactosidase in human spleen homogenate | P06280 | human spleen homogenate, 4MU-alpha-Gal fluorescence, 40 min | Potency, µM (series often up to 80 µM), without a hit: at the highest dose activity change, negative = inhibition, actives largely listed as inhibitors | hit rate 0.008% among 240,000 | AID 2107;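 also: 0% = enzyme with vehicle and -100% = no enzyme basal signal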
Target sequence (P06280 32-429 limits assumed): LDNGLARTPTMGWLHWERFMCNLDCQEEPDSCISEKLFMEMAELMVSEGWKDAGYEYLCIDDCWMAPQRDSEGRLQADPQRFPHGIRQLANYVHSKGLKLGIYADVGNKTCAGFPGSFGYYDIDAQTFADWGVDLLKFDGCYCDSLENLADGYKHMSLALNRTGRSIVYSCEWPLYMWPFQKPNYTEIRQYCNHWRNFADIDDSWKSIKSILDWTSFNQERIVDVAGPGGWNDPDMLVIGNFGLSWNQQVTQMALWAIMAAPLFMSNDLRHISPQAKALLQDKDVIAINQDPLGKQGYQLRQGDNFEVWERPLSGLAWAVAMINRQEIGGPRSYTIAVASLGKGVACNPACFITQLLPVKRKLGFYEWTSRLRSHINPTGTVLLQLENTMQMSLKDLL
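Human spleen homogenate (1 ug) as enzyme source, 4-methylumbelliferyl-alpha-D-galactopyranoside 1 mM final, citrate/phosphate pH 5.0 with 0.01% Tween-20. Compounds 40 min at 37C, NaOH/glycine stop; fluorescence Ex 365/Em 440, Hill-fit AC50.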
GAA inhib – alpha-glucosidase (human) inhibition. purified human GAA, 4-MU-alpha-glucoside fluorescence. hit rate 0.005% among 200,000. Potency, µM (series often up to 76.9 µM), for the others: at the top dose activity change, negative = inhibition, hits mostly inhibitors. AID 1466;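 also: plate controls were uninhibited enzyme wells for no effect and no-enzyme background for full effect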
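Activity normalized between no-enzyme (basal) and enzyme-only wells. Conditions: 4 nM human enzyme, 400 uM fluorogenic substrate, citrate/phosphate pH 5.0 with Tween-20, 20 min room temperature, compounds up to 77 uM.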
Tau fluor counter – counter-screen for tau fibril formation inhibitors | tau K18 P301L (four-repeat tau fragment) Alexa594 fluorescence, heparin fibrillization | Potency, µM (series often up to 57.7 µM), for inactives: at the top dose activity change, negative = decrease | hit rate 0.93% among 280,000 | AID 1463; also: % is scaled to controls: 0 for no effect and ±100 for the full control effect; nearly all actives have a fitted effect of over 55% in size
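Human K18 P301L tau (15 uM unlabeled plus 0.24 uM Alexa 594-labeled, final) in 100 mM sodium acetate pH 7 was mixed with compound and 20 uM heparin and incubated 6 hr at 37 C.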
GAA glycogen mod – GAA glycogen-cleavage inhibition or activation; P10253; recombinant GAA, glycogen substrate, Amplex Red glucose oxidase fluorescence; Potency, µM (top dose mostly 76.4 µM), for the others: top-dose activity change, negative = inhibition, actives largely listed as inhibitors; hit rate 0.38% among 300,000; AID 2100;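 also: 0% = full enzyme reaction and -100% = no-enzyme basal signal; the screen sought inhibitors and activators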
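Recombinant human enzyme (4 nM); glycogen substrate; 37 C, 40 min, pH 5.0. Readout: coupled glucose oxidase/Amplex Red fluorescence.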
Epigenetic reg – derepresses silenced GFP reporter in murine cells | AID 1865 | murine LDR cells, GFP reporter derepression, 30 h | Potency, µM (titrated, usually from 53.9 µM), for the others: at the highest dose GFP activation, most hits filed as activators | hit rate 0.2% among 280,000; also: % of control where 0% means no effect; nearly all actives have a fitted effect of over 60% in size
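In this reporter-derepression format, murine cells bearing a silenced integrated CMV-GFP locus incubate with test compound (30 h, 37 C), then are washed and imaged; fluorescent objects of 20–120 um count as induced cells.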
* = called active by the depositor; u = inconclusive; x = not tested or not shown; [ ] = remark or other dose. Unless noted, calls follow the shape of the dose curve; as a rule, active = well fitted curve in the direction sought with a large enough effect; inconclusive = small, poorly fitted or top-dose-only effect, or another doubt; inactive = no such curve, though single readings can be large; an effect the other way counts as inactive or inconclusive. Potency is read from the fitted curve at half-maximal effect.

[1] COc1ccc(CNC(=O)CSc2nn3c(=O)c(C(C)(C)C)nnc3s2)cc1OC
[2] COCCn1c(C)cc(C(=O)CSc2nc(C)cc(C)c2C#N)c1C
[3] Nc1nc(CN2CCN(c3ccccc3F)CC2)nc(Nc2ccccc2)n1
[4] COc1ccc(C2SCC(=O)N2c2c(C)n(C)n(-c3ccccc3)c2=O)cc1 (stereo unspecified)
[5] Nn1c(SCC(=O)N2CCN(S(=O)(=O)c3ccccc3)CC2)nnc1-c1cccs1
[6] CC1CCN(C(=O)CN(c2ccc(Cl)c(C(F)(F)F)c2)S(C)(=O)=O)CC1
[7] O=C(CCNC(=O)c1ccccc1)N=Nc1c(O)[nH]c2ccccc12
[8] CCOC(=O)c1ccc(Nc2cnc3ccccc3n2)cc1
[9] CC(Sc1nc(-c2ccccc2)cc(=O)[nH]1)C(=O)O (stereo unspecified)
[10] Brc1ccc(C2CC(c3ccccc3)=Nc3ccccc3N2)cc1 (stereo unspecified)

assay / entry	1	2	3	4	5	6	7	8	9	10
ALDH1A1 block	11%	u	u	-5%	-1%	14%	1%	u	1%	u
NPSR antagonist	-36%	-12%[46.1 µM]	-10%[46.1 µM]	-5%[46.1 µM]	-16%[46.1 µM]	-17%[46.1 µM]	-19%	-17%	-7%[46.1 µM]	-18%
GAA spleen mod	0%	1%	-12%	1%	-1%	1%	-1%	0%	-3%	1%
aGal spleen mod	-3%	2%	-8%	4%	6%	9%	-3%	-2%	0%	-8%
GAA inhib	9%	-2%	-18%	-5%	u	-4%	-13%	u	-3%	-2%
Tau fluor counter	-13%	-11%	-14%	7%	-7%	-10%	2%	9%	-1%	-8%
GAA glycogen mod	-18%	-13%	11%	-11%	-11%	-8%	-2%	8%	10%	27%
Epigenetic reg	-0.4%	0.0%	-0.7%	1.6%	-0.3%	-5.0%	-0.6%	-0.1%	0.0%	-1.8%

[11] O=C(O)c1cc(-c2ccccn2)n[nH]1
[12] COc1ccc(N(CCCN2C(=O)c3cccc4cccc(c34)C2=O)C(=O)c2ccncc2)cc1
[13] O=C(NCc1cccs1)C1CC(c2ccccc2O)=NO1 (stereo unspecified)
[14] CC(C)NC(=O)COC(=O)c1ccc(Cl)c(S(=O)(=O)N2CCCC2)c1
[15] CCOC(=O)C1CCN(C(=O)COc2ccc(S(=O)(=O)NC(C)C)cc2Cl)CC1
[16] CSc1ccc(/C=C(/NC(=O)c2ccc(C)cc2)C(=O)Nc2cccc(F)c2)cc1
[17] COc1cccc(-c2nnc(NC(=O)c3ccc(S(=O)(=O)N4CC(C)OC(C)C4)cc3)o2)c1 (stereo unspecified)
[18] C/C(=N\NC(=O)Cc1cccn1C)c1ccc2ccccc2c1
[19] N/C(CN1CCSCC1)=N\OCc1c(F)cccc1Cl
[20] C/C=C(/C)C(=O)OC1C(OC(C)=O)[C@@]2(CO)C(O)C[C@@]3(C)C(=CCC4[C@@]5(C)CCC(OC6OC(C(=O)O)[C@@H](O[C@@H]7OC(CO)C(O)C(O)C7O)C(O)[C@H]6O[C@@H]6OC(CO)C(O)C(O)C6O)[C@](C)(CO)C5CC[C@@]43C)C2CC1(C)C (stereo partly specified)

assay / entry	11	12	13	14	15	16	17	18	19	20
ALDH1A1 block	-4%	u	-14%	3%	22%	u	8%	u	x	u
NPSR antagonist	8%[46.1 µM]	-21%	-10%[46.1 µM]	3%[46.1 µM]	-1%[46.1 µM]	-12%	-15%[46.1 µM]	-10%[46.1 µM]	-5%	x
GAA spleen mod	7%	-19%	-1%	-11%	8%	-15%	-2%	11%	-10%	-2%
aGal spleen mod	8%	-1%	16%	-15%	5%	9%	-1%	-14%	-8%	u
GAA inhib	-4%	-1%	-16%	6%	-10%	u	0%	-9%	x	x
Tau fluor counter	-1%	-8%	1%	-4%	2%	4%	-14%	-16%	-14%	-7%
GAA glycogen mod	-1%	-2%	4%	-2%	4%	-4%	-4%	21%	9%	x
Epigenetic reg	0.0%	12%	0.0%	-1.0%	-0.8%	1.1%	0.8%	-1.0%	-1.0%	-0.5%

Laid out differently: four of the compounds above
[14] CC(C)NC(=O)COC(=O)c1ccc(Cl)c(S(=O)(=O)N2CCCC2)c1
- ALDH1A1 block: 3%
- NPSR antagonist: 3%[46.1 µM]
- GAA spleen mod: -11%
- aGal spleen mod: -15%
- GAA inhib: 6%
- Tau fluor counter: -4%
- GAA glycogen mod: -2%
- Epigenetic reg: -1.0%
[15] CCOC(=O)C1CCN(C(=O)COc2ccc(S(=O)(=O)NC(C)C)cc2Cl)CC1
- ALDH1A1 block: 22%
- NPSR antagonist: -1%[46.1 µM]
- GAA spleen mod: 8%
- aGal spleen mod: 5%
- GAA inhib: -10%
- Tau fluor counter: 2%
- GAA glycogen mod: 4%
- Epigenetic reg: -0.8%
[16] CSc1ccc(/C=C(/NC(=O)c2ccc(C)cc2)C(=O)Nc2cccc(F)c2)cc1
- ALDH1A1 block: u
- NPSR antagonist: -12%
- GAA spleen mod: -15%
- aGal spleen mod: 9%
- GAA inhib: u
- Tau fluor counter: 4%
- GAA glycogen mod: -4%
- Epigenetic reg: 1.1%
[17] COc1cccc(-c2nnc(NC(=O)c3ccc(S(=O)(=O)N4CC(C)OC(C)C4)cc3)o2)c1 (stereo unspecified)
- ALDH1A1 block: 8%
- NPSR antagonist: -15%[46.1 µM]
- GAA spleen mod: -2%
- aGal spleen mod: -1%
- GAA inhib: 0%
- Tau fluor counter: -14%
- GAA glycogen mod: -4%
- Epigenetic reg: 0.8%

Continuation:
[21] CC(C)CNC(=O)c1oc2ccccc2c1COc1ccccc1
[22] COc1cc(OC)cc(C2=NCCN2)c1
[23] Nc1nc(SCc2nc3sc4c(c3c(=O)[nH]2)CCCC4)n[nH]1
[24] CC(C)Oc1nc(-c2ccc(Cl)cc2)nc2ccccc12
[25] Cc1nc2ccsc2c(=O)n1-c1ccc(Cl)cc1
[26] COc1cc2[nH]c3c(=O)n(CCN(C(C)C)C(C)C)cnc3c2cc1OC
[27] CCOC(=O)C(=N/O)/C(C)=N/NC(C)=O
[28] N#Cc1c(NC(=O)/C=C/c2ccco2)sc2c1CCCC2
[29] O=C(CSc1nc(-c2cccs2)cc(C(F)(F)F)n1)NCCCn1ccnc1
[30] C[C@@]12CC[C@@H]3c4ccc(O)cc4CC[C@H]3[C@H]1CC[C@H]2O

assay / entry	21	22	23	24	25	26	27	28	29	30
ALDH1A1 block	-1%	5%	u	x	12%	u	4%	32µM*	1%	10%[20.9 µM]
NPSR antagonist	-35%	22%	-4%	-17%	4%	-2%[46.1 µM]	15%	6%	-9%[46.1 µM]	x
GAA spleen mod	-5%	8%	7%	-1%	-8%	-6%	0%	-20%	-5%	-5%[29.1 µM]
aGal spleen mod	-9%	11%	1%	0%	14%	0%	0%	-4%	0%	4%[29.1 µM]
GAA inhib	-3%	8%	1%	x	-6%	-5%	2%	-11%	2%	x
Tau fluor counter	-23%	-6%	-2%	x	-4%	-15%	-10%	-17%	-5%	x
GAA glycogen mod	0%	-10%	0%	-7%	6%	6%	-9%	9%	-16%	x
Epigenetic reg	0.1%	2.7%	1.0%	-1.0%	-1.0%	4.2%	1.1%	2.1%	-1.9%	1.1%[16.9 µM]

[31] COc1ccc(CNc2nc3ccccc3n2CCN2CCCCC2)cc1
[32] Cn1c(=S)n(/N=C/c2cccs2)c2ccccc21
[33] CC(C)N(C(=O)CSc1nnc(NC(=O)C2CCC2)s1)C(C)C
[34] CCn1c(CNS(=O)(=O)c2ccc(Cl)cc2)n[nH]c1=S
[35] Cc1ccc(-c2ccc(/C=C3\SC(N4CCOCC4)=NC3=O)o2)cc1
[36] CCOC(=O)c1[nH]c(C)c(/C(O)=C2\C(=O)C(=O)N(CCN3CCOCC3)C2c2ccco2)c1C (stereo unspecified)
[37] CSc1cccc(NS(=O)(=O)c2ccccc2)c1
[38] Cc1ccc(Cc2c(C)nc3nc(SCC(=O)NCCCN4CCOCC4)nn3c2C)cc1
[39] COc1ccccc1CNC(=O)C1CCN(C(=O)NC2CCCCC2)CC1
[40] CCCCNC(=O)CSc1nc2ccccc2c(=O)n1CCNC(C)=O

assay / entry	31	32	33	34	35	36	37	38	39	40
ALDH1A1 block	-2%	x	-3%	-6%	u	-14%	-2%	7%	-1%	13%
NPSR antagonist	-24%	1%	19%[46.1 µM]	2%	-31%	14%	-1%[46.1 µM]	1%	13%	-9%[46.1 µM]
GAA spleen mod	-3%	5%	1%	-3%	5%	-2%	-1%	-2%	5%	0%
aGal spleen mod	-6%	16%	-2%	-7%	-2%	6%	-5%	-2%	0%	1%
GAA inhib	-3%	x	-17%	-5%	-4%	5%	u	4%	2%	12%
Tau fluor counter	5%	-26%	13%	14%	u	11%	-12%	4%	-7%	-5%
GAA glycogen mod	4%	2%	0%	8%	0%	3%	-4%	2%	5%	3%
Epigenetic reg	0.1%	-1.0%	0.0%	-0.3%	3.2%	-0.8%	0.9%	-4.1%	1.2%	-1.1%

Source: PubChem (National Center for Advancing Translational Sciences (NCATS))

Some of the compounds tested; rates above refer to the full screens.
